# High-throughput results: PubChem BioAssay, National Center for Advancing Translational Sciences (NCATS)
# HepG2 tox: HepG2 cytotoxicity, counter-screen for TGF-b inhibitors | Potency, µM (highest dose often 46.1 µM), for inactives: top-dose activity change, negative = cytotoxicity, most hits filed as cytotoxic | HepG2 CAGA-GFP viability, ATP luminescence, 18 h | AID 588856 | 0.76% of 410,000 active; note: potency is the fitted concentration of half-maximal effect; some results filed as inactive show a strong effect at the top dose
#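 CellTiter-Glo luminescence gave cytotoxicity after 18 hours at 37 degrees C. The cells were HepG2 CAGA-GFP in 1% FBS DMEM, stimulated with 500 pg/mL TGF-beta after compound addition. %Activity was normalised to no-cell wells (complete cell-killing) and DMSO (no toxicity), and curves were fitted and classified.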
# Nrf2 ARE act: Nrf2 pathway activation; 0.31% of 410,000 active; Potency, µM (doses to about 46.1 µM), for inactives: top-dose activation, most hits filed as activators; AREc32 ARE-luciferase reporter (MCF7-derived line), luminescence, 24 h; note: potency is the fitted concentration of half-maximal effect; % of control where 0% means no effect; nearly all actives have a fitted effect of over 65% in size
#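 ARE activation measured as luciferase luminescence (Steady-Glo, 30 min RT) in AREc32_Fluc cells after 24 hr compound exposure at 37 deg C, 5% CO2; cells seeded overnight at 1000/well in OPTI-MEM, 5% FBS.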
# Nrf2 block: inhibitors of Nrf2 signaling; A549 ARE-Fluc reporter, luciferase luminescence, 18-24 h; Potency, µM (highest dose often 46 µM), inactives show at the highest dose activity change, negative = inhibition, most hits filed as inhibitors; 2.1% of 360,000 active; AID 504444; note: potency is the fitted concentration of half-maximal effect; % is set by controls: 0 for no effect and ±100 for the full control effect; nearly all actives have a fitted effect of over 60% in size
#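 Nrf2 activity is the BugLite luminescence, read 15 min after reagent at room temperature, following CellTiter-Fluor cytotoxicity readout (30 min, 37C). Compound titrations were applied for 18-24 h to 5000 A549 ARE_Fluc cells/well in 5% FBS OPTI-MEM.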
# ATXN2 expr inh: ATXN2 expression inhibition | AID 1745845 | 0.72% of 360,000 active | HEK-293 ATXN2-luciferase reporter, luminescence, 24 h | Potency, µM (doses to about 57 µM), without a hit: top-dose activity change, negative = inhibition, usual class: inhibitors; note: potency is the fitted concentration of half-maximal effect; % is set by controls: 0 for no effect and ±100 for the full control effect; nearly all actives have a fitted effect of over 55% in size
#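 ATXN2-luciferase reporter cells (luciferase flanked by upstream and downstream ATXN2 gene portions) were treated 24 h at 37 °C with compounds at up to 57 uM. SteadyGlo luminescence gave expression; GF-AFC fluorescence gave viability.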
# S2 tox: cell viability loss in ATXN counter-screen | S2 cells (HEK-293 line with an ATXN2-luciferase reporter) viability, CellTiter-Fluor protease fluorescence, 24 h | Potency, µM (doses to about 56.7 µM), actives largely listed as cytotoxic | 0.49% of 400,000 active; note: potency is the fitted concentration of half-maximal effect; nearly all actives have a fitted effect of over 40% in size
# MCF10A rereplic: DNA re-replication induction in MCF 10a cells; MCF 10A DNA re-replication, Hoechst nuclear intensity, 48 h; 2.9% of 350,000 active; AID 624296; Potency, µM (titrated, usually from 46.1 µM), for inactives: at the top dose activity, positive = re-replication, actives largely listed as activators; note: potency is the fitted concentration of half-maximal effect; % of control where 0% means no effect; nearly all actives have a fitted effect of over 50% in size
# TGFb SMAD3 inh: inhibitors of TGF-b signaling; HepG2 CAGA-GFP TGF-b/SMAD3 reporter, GFP fluorescence, 18 h; TGF-beta stimulated, 500 pg/mL final; 1.2% of 410,000 active; AID 588855; Potency, µM (highest dose often 46.1 µM), without a hit: at the top dose activity, negative = inhibition, hits mostly inhibitors; note: potency is the fitted concentration of half-maximal effect; % is set by controls: 0 for no effect and ±100 for the full control effect; nearly all actives have a fitted effect of over 65% in size
#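 First, reporter cells (HEPG2 CAGA-GFP) rested 2 h at 37 degrees C. Next, compounds were pinned in and TGF-beta added to 500 pg/mL final. After 18 h, GFP was imaged per cell and summed per well.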
# A549 tox: kills or reduces viability of A549 cells in Nrf2 counter-screen; A549 ARE-Fluc cells, CellTiter-Fluor viability, 18-24 h; Potency, µM (titrated, usually from 46 µM), for inactives: at the highest dose activity change, negative = cytotoxicity, most hits filed as inhibitors; 0.16% of 390,000 active; note: potency is the fitted concentration of half-maximal effect; % is set by controls: 0 for no effect and ±100 for the full control effect
#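 Cytotoxicity counterscreen: CellTiter-Fluor fluorescence was measured in A549 ARE_Fluc cells after 18-24 h of compound exposure in a concentration series. The subsequent BugLite luminescent read reports ARE-luciferase activity.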
# IL1B secr inh: blocks inflammasome-driven IL-1 beta release | THP-1 LPS/ATP IL-1B secretion, AlphaLISA, 16 h; hits give low values | activity change, % at 57.5 µM | 4.7% of 360,000 active | AID 743279; in the data active = activity change below about -50%; inconclusive = mostly about -30% to -49%; note: % is set by controls: 0 for no effect and ±100 for the full control effect
#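 THP-1 cells pretreated 1 hr with compounds (up to 57.5 uM final), then stimulated with LPS (250 ng/mL final) plus ATP (1.25 mM final); secreted IL-1B measured by AlphaLISA after 16 hr, decreased signal indicating inhibition.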
# Active calls of the source: *; i = inactive; ? = inconclusive; · = not tested or not shown; & = joins results of further samples; [ ] = remark or other dose. Unless noted, calls come from the whole dose curve; as a rule, active = well fitted curve in the direction sought with a large enough effect; inconclusive = small, poorly fitted or top-dose-only effect, or another doubt; inactive = no such curve, though single readings can be large; an effect the other way counts as inactive or inconclusive.
compound	Nrf2 ARE act	ATXN2 expr inh	A549 tox	MCF10A rereplic	IL1B secr inh	Nrf2 block	TGFb SMAD3 inh	HepG2 tox	S2 tox
O=[N+]([O-])c1ccc(NN=C2CCCCC2)c([N+](=O)[O-])c1	4.0%	-17%	-3%	-15%	-2	-16%	14%	1%	?
COC(=O)COc1ccc(S(=O)(=O)N2CCN(c3ccccc3F)CC2)cc1C	1.2%	-2%	6%	-6%	-3	·	-1%	-61%	i
Cc1ccc(OCC(O)CNC(=O)c2ccccc2C(=O)O)cc1 (stereo not given)	-0.6%	-1%	-11%	-10%	-24	-12%	-5%	-15%	i
CCN(CC)c1ccc(Nc2cc3n(c(=O)n2)CCc2cc(OC)c(OC)cc2-3)cc1	3.8%	-1%	-4%	?	-95*	16µM*	4%	1%	i
COCCNC(=O)CN(CCc1ccccc1)S(=O)(=O)c1ccc(Br)cc1	-0.4%[9.22 µM]	4%	5%	-12%	17	-2%	6%	-1%	i
Cc1ccc(Nc2ncnc3sccc23)c(C)c1	2.8%	11%	10%	?	-15	14%	-17%	-29%	i
O=C(N/N=C/c1cc(Br)cc(Br)c1O)c1ccncc1	3.8%	?	1%	?	164	?	?	-30%	i
Cc1ccccc1CC(=O)NCCN1CCCCC1	2.9%	-6%	1%	0%	6	-1%	15%	10%	i
Cc1ccccc1NC(=O)c1cnn(-c2ccccc2)c1NC(=O)c1ccco1	0.2%	-5%	3%	0%	-7	?	-17%	0%	i
CCOc1ccc(Cl)cc1-c1cc(C(=O)Nc2ccc(OC)cc2OC)[nH]n1	6.2%	3%	·	·	-1	·	-5%	-17%	i

# Part of the list above, showing only TGFb SMAD3 inh, ATXN2 expr inh and A549 tox:
canonical_smiles	TGFb SMAD3 inh	ATXN2 expr inh	A549 tox
CCN(CC)c1ccc(Nc2cc3n(c(=O)n2)CCc2cc(OC)c(OC)cc2-3)cc1	4%	-1%	-4%
COCCNC(=O)CN(CCc1ccccc1)S(=O)(=O)c1ccc(Br)cc1	6%	4%	5%

# The listing continues:
compound	Nrf2 ARE act	ATXN2 expr inh	A549 tox	MCF10A rereplic	IL1B secr inh	Nrf2 block	TGFb SMAD3 inh	HepG2 tox	S2 tox
CCc1ccc(OCC(=O)NNC(=O)CNC(=O)c2ccc(Br)o2)cc1	-0.9%	8%	9%	-2%	6	11%	-2%	-14%	i
O=C(Nc1ccc(N2CCOCC2)cc1)C1CC(=O)N(c2ccccc2)C1 (stereo not given)	3.5%	·	-2%	-6%	-16	-20%	14%	0%	i
COc1ccc(CCNC(=O)CN2C(=O)c3cccc4cccc(c34)C2=O)cc1OC	0.3%	·	0%	1%	-2	12%	-6%	-11%	?
CC(=O)C[C@H]1c2cc(F)ccc2S(=O)(=O)N1c1ccc(N(C)C)cc1	0.2%	41%[activator]	2%	10%	3	9%	-19%&-29%	-12%&-17%	i
CCN(c1ccccc1C)S(=O)(=O)c1cc2c3c(c1)CCN3C(=O)CC2	0.2%	6%	-2%	-1%	-5	-4%	-7%	1%	i
Cc1ccc(S(=O)(=O)N2CCCC2CNC(=O)c2ccc(F)c(F)c2)cc1 (stereo not given)	3.4%	-16%	-4%	5%	-6	4%	7%	-25%	i
COC(=O)C(CC(=O)c1ccc(C)cc1)n1nc(C)cc1C (stereo not given)	0.7%	·	-3%	-14%	19	6%	-1%	-9%	i
COc1cc(/C=N/NC(=O)C2CCN(CC(O)COCc3ccccc3)CC2)ccc1O (stereo not given)	-0.1%	·	6%	4%	22	-3%	0%	3%	i
CCOC(=O)N1CCN(C(=O)c2ccc3c(c2)ncn3C2CCCC2)CC1	0.4%	10%	25%	-5%	-18	-9%	-1%	6%	i
O=C(NCC(c1cccnc1)N1CCN(Cc2ccccc2)CC1)C(=O)Nc1cccc(Cl)c1 (stereo not given)	-1.4%	?	0%	·	·	4%	-8%	-5%	i
O=C(N/N=C/c1ccc(F)cc1)c1ccc(-n2cnnn2)cc1	-0.1%	-10%	7%	?	-8	-14%	4%	3%	i
O=C(C1=C[C@H](C2CCCCC2)C[C@H](OCCCCO)O1)N1CCN(Cc2ccc3c(c2)OCO3)CC1	6.0%	0%	?	14%	?	18µM*	-28%	-29%	i
COc1cc2c(cc1OC)CN(Cc1ccccc1)CC2	-0.2%[9.22 µM]	-1%	4%	-13%	5	7%	2%	2%	i
COc1cccc(N(C(=O)CS(=O)CC(=O)Nc2ccc(F)cc2)C(C(=O)NC2CCCCC2)c2cccs2)c1 (stereo not given)	-0.3%[9.22 µM]	7%	-7%	-3%	0	-6%	0%	-24%	?
Cc1nc2ccccc2n1S(=O)(=O)c1ccc(F)cc1	-1.0%	·	-3%	4%	1	-7%	-11%	-17%	?
Cc1ccccc1C=O	0.5%	4%	4%	-1%	8	25%	13%	3%	i
CCOC(=O)CSc1nnc([C@@H](NC(=O)OC(C)(C)C)C(C)C)o1	-0.6%	6%	-3%	-3%	6	15%	?	0%	i
CCOc1ccc(S(=O)(=O)N2CCN(c3ccccn3)CC2)cc1	3.2%	·	-3%	3%	1	-10%	-17%	-23%	i
O=C(CCCc1ccccc1)NC1CC(=O)N(c2ccc(Cl)cc2)C1 (stereo not given)	-0.1%	·	3%	·	·	·	?	-22%	·
O=C(Nc1cccc(Cl)c1)OCc1ccccn1	2.1%	53%[activator]	2%	8%	-14	12%	-7%	4%	i
Cc1ccc(C(=O)OCC(=O)N(Cc2ccccc2)C(C)C)cc1C	1.3%	-11%	0%	-2%	-5	0%	1%	0%	i
COC(=O)[C@H](CC(C)C)NC(=O)N1CCCCC1	-0.1%	11%	-10%	1%	4	-10%	-19%	-1%	i
Cc1ccc2nc3c(cc(C#N)c(=O)n3-c3nnc(SCc4ccccc4)s3)c(=O)n2c1	0.9%	2%	-3%	·	·	8%	19%	7%	i
CCc1c(C(=O)NCCc2cccc(C)c2)[nH]c(C)c1C(C)=O	2.4%	52%[activator]	1%	?	-30	?	-10%	-21%	i
CC(C)(C)c1ccc(C(=O)CSc2nc3ccccc3c(=O)[nH]2)cc1	2.2%	-7%	-1%	?	27	·	-7%	-1%	i
CCOc1ccc(CN(C)C(C)C(=O)NCCc2ccc(F)cc2)cc1 (stereo not given)	0.4%	-19%	-9%	16%	-7	3%	-4%	-2%	i
Cc1ccc2c(c1)c1c(n2CC(O)CNC2CCCCC2)CCCC1 (stereo not given)	-4.8%	?	-3%	?	-112*	-9%	?	-104%	?
Cc1ccc(C)c(N2CCN(C(=O)Cc3c(C(=O)O)[nH]c4ccc(Cl)cc34)CC2)c1	-0.2%	2%	-4%	21%	26	2%	-3%	-12%	i
CCOC(=O)C1CCN(c2c(NCCCN(CC)c3ccccc3)c(=O)c2=O)CC1	0.2%	-1%	13%	-18%	-14	·	-2%	-2%	i
Cc1ccc(S(=O)(=O)Nc2ccc(OCC(=O)N3CCOCC3)cc2)c(C)c1NS(C)(=O)=O	-0.9%	3%	1%	?	-1	3%	-20%	11%	i
Cc1ccc(C)c(Cn2c(=O)n(Cc3ccccc3)c(=O)c3c2c2cc(C)ccc2n3C)c1	-1.7%	11%	5%	·	·	23%	6%	4%	i
O=C(Cc1ccc(O)cc1)N/N=C/c1cccnc1	0.4%	4%	1%	2%	6	-2%	1%	3%	i
COc1cc2c(=O)n(Cc3ccccc3)c(=O)n(CC(=O)NCCc3ccccc3)c2cc1OC	0.3%	-20%	-11%	?	28	?	?	-1%	i
O=C(COc1ccccc1[N+](=O)[O-])N/N=C/c1ccc(OC(=O)c2ccco2)cc1	4.2%	6%	-4%	0%	-4	14%	13%	26%	i
CNC(=O)c1ccc(Nc2nnc(-c3ccc(O)cc3)c3ccccc23)cc1	12%	2%	13%	10%	-8	3%	-16%	-6%	i
CCOc1ccccc1NC(=O)c1cc(SC)ccc1Cl	0.5%	?	1%	?	47	-18%	-27%	-76%	·
C=CCC[C@H](Cc1ccc(F)cc1)C(=O)OC[C@@H](Cc1c[nH]c2ccccc12)NC(=O)[C@@H](CC=C)CC(=O)NCCO	-2.5%	?	-8%	-2%	-17	-18%	?	-47%	?
O=C(NC(=S)Nc1ccc(S(=O)(=O)Nc2nccs2)cc1)c1ccc(F)cc1	-0.2%	4%	-1%	5%	11	-6%	?	-10%	i
O=C(NCCN1CCN(c2ccccc2F)CC1)C1CC(=O)N(C2CCCC2)C1 (stereo not given)	-0.2%	-9%	-11%	-7%	6	13%	-12%	-13%	i
C/C(N)=C(/C#N)C(=O)COC(=O)c1cc(-c2ccc(Br)cc2)nc2ccccc12	0.3%	-8%&2%	-1%&2%	?	?	?	?	-12%&-4%	?
CCCCc1ccc(NC(=S)NCCN2CCOCC2)cc1	-0.4%	-16%	1%	-1%	76	1%	3%	-3%	i
S=C1SCCCN1Cc1ccc(Cl)cc1	-1.0%	·	·	·	2	·	2%	-8%	i
CCc1cccc(C)c1NC(=O)C1CCCN(S(=O)(=O)c2cccc3nsnc23)C1 (stereo not given)	-0.5%	7%	5%	·	·	2%	-2%	-13%	i
COCCn1c(SCC(=O)N2CCOCC2)nc2c(c1=O)SCC2	0.4%	-12%	0%	-2%	-7	0%	8%	-23%	i
CC1(c2ccccc2)CC(C)(C)N(C(=O)C2CCCO2)c2ccccc21 (stereo not given)	-0.2%	-22%	-6%	?	-65*	?	-24%	-18%	i
O=c1[nH]c2ccccc2c(O)c1-[n+]1ccccc1	-0.1%	-4%	2%	?	13	-1%	-9%	-2%	i
